Assay outcomes: PubChem, National Center for Advancing Translational Sciences (NCATS)
Tb PFK block: T. brucei PFK enzyme inhibition. O15648. T. brucei PFK, ADP-Glo luminescence. Potency, µM (highest dose often 57.5 µM), without a hit: top-dose activity, negative = inhibition, usual class: inhibitors. hit rate 0.17% among 330,000;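 further: potency means the concentration at half of the fitted maximal effect; 0% = uninhibited 1x PFK enzyme wells and -100% = no-enzyme wells; nearly all actives have a fitted effect of over 60% in size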
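PFK 1.25 nM, F6P 0.5 mM, ATP 0.1 mM, 0.1 M TEA pH 8.0, 5 mM MgCl2, 0.01% Tween20, 0.1% BSA; 45 min RT. ADP-Glo readout. qHTS titration up to 57 uM; curves fitted, compounds curve-classed.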
Gal4-VP16 FLuc: counter-screen for ROR gamma inhibitors: Gal4-VP16 reporter; Drosophila S2 Gal4-VP16 UAS-luciferase, luminescence, 20 h; Potency, µM (highest dose often 53.6 µM), without a hit: at the top dose activity, negative = inhibition, most hits filed as inhibitors; hit rate 3.5% among 310,000;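 further: Gal4-VP16 expression switched on by copper sulfate through the metallothionein promoter; potency means the concentration at half of the fitted maximal effect; on the % scale 0 is the no-effect control and ±100 the full control effect; nearly all actives have a fitted effect of over 50% in size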
NPC1 promoter act: activators of NPC1 promoter; Potency, µM (titrated, usually from 9.22 µM), without a hit: at the top dose activation, actives largely listed as activators; AID 485313; hit rate 2.4% among 320,000; Huh7 NPC1 promoter luciferase reporter, 24 h;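 further: potency means the concentration at half of the fitted maximal effect; % of control where 0% means no effect; nearly all actives have a fitted effect of over 60% in size; reporter is driven by a mutant NPC1 promoter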
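Quantitative HTS used a cell-based reporter: Huh7 cells stably bearing the NPC1 promoter upstream of luciferase were treated with compounds for 24 h, and promoter activation was read as luminescence.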
ELG1 genotox: inducers of genotoxicity in HEK293T ELG1-luciferase cells; Potency, µM (titrated, usually from 46 µM), for inactives: at the top dose activity change, positive = activation, most hits filed as activators; AID 504466; HEK293T ELG1-luciferase reporter, luminescence, 16 h; hit rate 1.3% among 330,000; further: potency means the concentration at half of the fitted maximal effect; % of control where 0% means no effect; nearly all actives have a fitted effect of over 60% in size
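Screening used a luciferase reporter fused to human ELG1 in HEK293T cells. Luminescence was read on a CCD plate imager after 16 hr exposure and 30 min ONE-Glo incubation.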
FLuc modulator: counter-screen for miR-21 project: firefly luciferase inhibitors or activators; Potency, µM (series often up to 57.5 µM), for inactives: at the top dose activity change, negative = inhibition, actives largely listed as inhibitors; AID 588342; hit rate 6.9% among 360,000; purified FLuc, Km substrates, luminescence inhibition; P08659;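 further: potency means the concentration at half of the fitted maximal effect; plate controls were vehicle for no effect and reference inhibitor for full effect; nearly all actives have a fitted effect of over 55% in size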
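Purified P. pyralis luciferase (10nM final) with 10uM D-luciferin and 10uM ATP (Km levels) in 50mM Tris acetate pH 7.5, 10mM Mg acetate, 0.01% Tween-20, 0.05% BSA; qHTS 6-point titration, ~60 µM downward; luminescence read.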
RORg inh: blocks mouse ROR gamma transcriptional activity; Potency, µM (highest dose often 53.6 µM), for inactives: at the top dose activity change, negative = inhibition, usual class: inhibitors; hit rate 5.4% among 310,000; Drosophila S2 Gal4-RORgamma UAS-luciferase reporter, 20 h; further: potency means the concentration at half of the fitted maximal effect; on the % scale 0 is the no-effect control and ±100 the full control effect; nearly all actives have a fitted effect of over 60% in size
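Stable Schneider cell line, Gal4 DNA-binding domain fused to ROR gamma, UAS-luciferase. Cmpd 1 hr RT → CuSO4 700 uM final → 20 hr RT → luciferase reagent 10 min → luminescence.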
p53 reactivator: restores transcriptional activity of mutant p53. H1299 p53-A138V BP100-luciferase reporter, luminescence, 24 h. Potency, µM (titrated, usually from 92.2 µM), inactives show at the top dose activity change, positive = activation, hits mostly activators. hit rate 0.063% among 320,000. AID 504706; further: potency means the concentration at half of the fitted maximal effect; % of control where 0% means no effect; nearly all actives have a fitted effect of over 45% in size
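H1299 (p53-null), stable ts p53-A138V + BP100-Luc; 1000 cells/well, Opti-MEM/10% FBS; cpd 4 pt, 1:5; 24 h, 37 deg C, 5% CO2; detection reagent 10 min RT; luminescence.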
TRPV1 ag: agonists of human vanilloid receptor 1 (TRPV1); TRPV1-expressing cells, Fluo-8 calcium influx, agonist mode; activation, % at 8.33 µM; hit rate 0.19% among 320,000; in the data active means activation above about 80%; inconclusive means between about 30% and that limit; further: 0% is about no effect
Target sequence (Q8NER1 whole entry, looked up): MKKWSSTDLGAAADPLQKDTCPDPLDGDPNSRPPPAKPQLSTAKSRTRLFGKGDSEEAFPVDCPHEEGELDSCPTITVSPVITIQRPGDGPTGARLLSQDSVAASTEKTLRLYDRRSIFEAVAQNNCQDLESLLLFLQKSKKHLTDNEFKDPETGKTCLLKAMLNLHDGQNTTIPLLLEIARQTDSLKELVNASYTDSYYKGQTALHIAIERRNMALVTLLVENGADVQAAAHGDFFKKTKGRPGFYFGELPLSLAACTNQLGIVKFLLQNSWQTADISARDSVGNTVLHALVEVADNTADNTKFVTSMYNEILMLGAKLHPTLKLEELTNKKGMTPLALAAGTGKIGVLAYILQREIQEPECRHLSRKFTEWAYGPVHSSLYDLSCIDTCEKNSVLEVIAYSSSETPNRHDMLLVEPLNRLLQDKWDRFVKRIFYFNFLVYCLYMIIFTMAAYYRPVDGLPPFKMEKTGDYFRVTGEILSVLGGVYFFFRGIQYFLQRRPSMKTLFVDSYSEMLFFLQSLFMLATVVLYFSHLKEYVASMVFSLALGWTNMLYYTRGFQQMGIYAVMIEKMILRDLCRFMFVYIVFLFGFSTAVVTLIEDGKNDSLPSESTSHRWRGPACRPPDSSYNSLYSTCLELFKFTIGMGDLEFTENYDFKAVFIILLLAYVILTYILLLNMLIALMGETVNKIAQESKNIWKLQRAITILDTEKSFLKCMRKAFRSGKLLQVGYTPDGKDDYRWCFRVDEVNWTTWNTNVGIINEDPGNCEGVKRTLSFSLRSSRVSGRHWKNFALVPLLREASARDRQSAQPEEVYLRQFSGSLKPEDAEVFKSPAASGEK
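TRPV1-expressing cells were cultured overnight at 35.5C and loaded with Fluo-8 calcium dye for 40 to 90 min at room temperature. After a 10 s baseline, compound was added and calcium influx was read kinetically for 3 min (ex 480/em 520 nm).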
ELG1 DNA repair: ELG1-dependent DNA repair inhibition; hit rate 2.3% among 330,000; Potency, µM (titrated, usually from 46.1 µM), without a hit: at the top dose activity change, negative = inhibition, hits mostly inhibitors; HEK293T ELG1-luciferase reporter, luminescence, 16 h; DNA damage induced by 5-fluorouridine; further: potency means the concentration at half of the fitted maximal effect; on the % scale 0 is the no-effect control and ±100 the full control effect; nearly all actives have a fitted effect of over 55% in size
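Cells (2,000 per well) received 5-fluorouridine plus test compound or DMSO and were incubated 16 hr at 37 °C, 5% CO2. Luciferase activity was read by luminescence 30 min after ONE-Glo addition; signal suppression marked inhibition of damage-induced ELG1 function.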
BRCA1 expr up: BRCA1 expression activation. MCF7-BRCA1-FFLuc reporter, luminescence, 48 h; response scale: scaled: vehicle 0%, 10 µM genistein 100%. Potency, µM (top dose mostly 46.1 µM), for inactives: top-dose activation, usual class: activators. hit rate 1.1% among 380,000; further: potency means the concentration at half of the fitted maximal effect; nearly all actives have a fitted effect of over 80% in size; some results filed as inactive show a strong effect at the top dose
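Cells: MCF7-BRCA1-FFLuc, 2000/well. Exposure: 48 h, 37 °C, 5% CO2. Read: luminescence, 15 min post-substrate. Controls: genistein 10 microM (maximal activation), DMSO (neutral).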
Rab9 prom act: activators of Rab9 promoter. Huh7 Rab9 promoter-luciferase reporter, luminescence, 24 h. Potency, µM (titrated, usually from 9.22 µM), for the others: at the highest dose activation, negative = inhibition, actives largely listed as activators. hit rate 2.8% among 320,000. AID 485297; further: potency means the concentration at half of the fitted maximal effect; % of control where 0% means no effect; nearly all actives have a fitted effect of over 60% in size
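Luciferase signal after 10 min detection reagent at ambient indicates Rab9 promoter upregulation; stably transfected Huh7 cells were treated 24 h with compound in DMSO at 37 °C, 5% CO2.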
Numbers without * were called inactive; ? = inconclusive; . = no result given; & = joins results of further samples; ! = a repeat was not active; [ ] = dose if it differs, or a comment. Unless noted, the call rests on the fitted dose curve; in most records, active means well fitted curve in the direction sought with a large enough effect; inconclusive means small, poorly fitted or top-dose-only effect, or another doubt; inactive means no such curve, though single readings can be large; an effect the other way counts as inactive or inconclusive.

SMILES	Tb PFK block	Gal4-VP16 FLuc	NPC1 promoter act	ELG1 genotox	FLuc modulator	RORg inh	p53 reactivator	TRPV1 ag	ELG1 DNA repair	BRCA1 expr up	Rab9 prom act
CC1(C)CC(NCCC(c2ccccc2)c2ccco2)CCO1 (stereo not given)	0%	5%	-3%	0%	3%	18%	-3%	4	3%	0%	-1%
Cc1cccc(Cn2cnc3c(nnn3Cc3ccccc3F)c2=O)c1	-1%	8%	-2%	-8%	1%	?	-18%	1	?	7%	-4%
CCc1cccc(OCC(=O)Nc2cc(Cl)ccc2-n2cncn2)c1	0%	.	-2%	-1%	-12%	.	7%	?	-24%	-30%	-2%
N/C(=N\c1nc2ccccc2o1)NC(=O)c1ccc(F)cc1	0%	5.6µM*	?	7%	?	2.5µM*	?	6	?	3%	?
COc1cc(C(=S)N2CCN(C)CC2)ccc1OCC(=O)NCc1ccccc1	0%	-10%	-1%	3%	-3%	-20%	-3%	-2	-5%	-13%	-2%
C=CCn1c(=O)c2ccccc2n2c(SCC(=O)N(C)C)nnc12	0%	-2%	-2%	-8%	6%	-17%	1%	-3	7%	-21%	2%
COc1ccc2c(COC(=O)c3cccc(S(=O)(=O)NCC(C)C)c3)cc(=O)oc2c1	7%	2%	-3%	-1%	?	23%	-1%	-3	2%	2%	-1%
CN(C)CCN(C(=O)c1ccc2ccccc2c1)c1nc2ccc(F)cc2s1	3%	-9%	4%	6%	4%	4%	30%	2	25%	46%	7%
O=C(Nc1nc(NC(=O)c2ccco2)n(-c2ccccc2)n1)c1ccccc1	3%	1.3µM*	-15%	?	1%	0.89µM*	1%	-4	2%	-99%[inhibitor]	-23%
CC(C)(C)n1ncc2c(=O)n(Cc3c(Cl)cccc3Br)cnc21	0%	.	-4%	-5%	?	.	0%	?	-23%	-15%	-3%
CN(c1ccc(C(=O)Nc2ccc3c(c2)n(C)c(=O)n3C)cc1)S(C)(=O)=O	0%	-9%	-4%	?	-22%	-24%	1%	16	?	-38%	-1%
COc1ccc(CCNC(=O)CN2C(=O)NC(CCSC)C2=O)cc1 (stereo not given)	1%	5%	5%	5%	-2%	-8%	4%	2	-4%	-10%	3%
CCOC(=O)c1c(-c2ccccc2)cn2ccccc12	1%	-6%	-3%	0%	1%	36%	-3%	13	1%	0%	3%
C=CCn1c2ccccc2c(=O)c2cc(C#Cc3cc(OC)cc(OC)c3)ccc21	-6%	.	-4%	0%	-8%	.	1%	-1	24%	5%	-6%
Cc1cc(O)cc(=O)n1C	-5%	5%	-4%	1%	3%	-17%	0%	?	-1%	-16%	2%
O=C(NCC1CCCO1)C1CC(c2ccccc2Cl)=NO1 (stereo not given)	1%	17%	-4%	15%	-5%	27%	2%	2	?	33%	3%
N#CCC(=O)N/N=C/c1cn(Cc2cccc3ccccc23)c2ccccc12	-8%	-2%	-13%	-2%	1%	2%	-4%	.	-30%	-39%	-5%
O=C(Cc1ccccc1)NCc1cccnc1	0%	15%[10 µM]	2%	5%	-1%	32%	1%	2	-6%	-21%	0%
NC(=O)c1c(NC(=O)c2ccccc2)sc2c1CCC2	-30%	.	2µM*	5.8µM*	4.8µM*	.	.	-2	?	45%	3.2µM*
COc1ccccc1NC(=O)Nc1nc(CC(=O)N2CCN(c3ccc(F)cc3)CC2)cs1	0%	.	-7%	-5%	3%	.	-6%	3	16µM*	-74%	-4%
O=C(COC(=O)CCS(=O)(=O)c1ccc(Cl)cc1)NC1CCCCC1	2%	-1%	-3%	-8%	3%	-2%	-2%	7	23%	-1%	-11%
Cn1cnnc1SCC(=O)N1N=C(c2ccc(Cl)cc2)CC1c1ccco1 (stereo not given)	0%	-1%	0%	4%	-13%	25%	12%	-7	?	-12%	0%
O=S(=O)(NCc1ccccc1)NCc1ccc(Cl)cc1Cl	-28%	-5%	3%	-4%	0%	26%	0%	4	2%	4%	0%
CCC(C(=O)Nc1cccnc1Cl)c1ccccc1 (stereo not given)	0%	5%	5%	0%	-1%	5%	.	2	-18%	-11%	2%
CCN(CCNC(=O)C1CCN(Cc2nc(-c3cccc(Cl)c3)oc2C)CC1)c1ccccc1	-5%	-10%	3%	4%	?	15%	-64%[inhibitor]	9	21µM*	-87%	-9%
O=C(CSc1nc2ccccc2n1CCc1ccccc1)NC1CCS(=O)(=O)C1 (stereo not given)	-10%	?	5%	-3%	-7%	?	5%	24	0%	-26%	7%
O=C(CN1CCN(c2ccccc2F)CC1)NC(=O)NCc1ccco1	-7%	-5%	-19%	2%	-2%	9%	22%	-2	-5%	2%	1%
CC(C)(C)c1ccc(NC(=S)NCc2cccnc2)cc1	0%	?	8%	-2%	-6%	?	3%	86*	?	12%	6%
COc1ccc(N(CC(=O)N2CCN(Cc3ccc4c(c3)OCO4)CC2)S(C)(=O)=O)cc1OC	-1%	-1%	-4%	-2%	-2%	25%	15%	0	-14%	-12%	-9%
CCCc1nc2c(o1)CC(CC(C)SCC)CC2=O (stereo not given)	-1%	1%	-2%	1%	1%	9%	1%	4	-5%	-4%	1%
CCOC(=O)Cc1c(C)nc2c(-c3cccc(Br)c3)cnn2c1C	4%	12%	-3%	3%	-3%	7%	11%	1	-3%	-46%	6%
CC(Oc1cccc(Cl)c1)C(=O)Nc1ccc(S(=O)(=O)NC2=NCCCCC2)cc1 (stereo not given)	-7%	.	1%	2%	0%	.	-5%	6	0%	-5%	-6%
COc1ccc(CNC(=O)COC(=O)CCC(=O)c2cccs2)cc1	4%	4%	-3%	0%	-3%	4%	-4%	6	-1%	9%	-3%
Cc1c(C(=O)NCCCN2CCOCC2)sc2ncnc(N3CCN(c4ccccc4)CC3)c12	3%	-2%	-1%	-16%	0%	-4%	-2%	11	?	-7%	0%
Cc1cc(=O)n2nc(N3CCC(C(=O)NCc4ccccc4)CC3)sc2n1	1%	-2%	-2%	2%	-2%&5%	-20%	-4%	-3	-2%	1%&0%	0%
COc1ccc(C(=O)Nc2nnc(S(=O)(=O)N3CCC(C)CC3)s2)cc1OC	-4%	-1%	-1%	-1%	3.4µM*!	-12%	9%	0	4%	17%	-2%
COc1ccc(CNc2oc(C)nc2C#N)cc1	-1%	2%	-4%	2%	0%	?	0%	0	9%	2%	-6%
CCc1cc(=O)oc2c(C)c(OC(C)C(=O)NCCCN3CCOCC3)ccc12 (stereo not given)	-5%	-1%	-2%	1%	-1%	-29%	-8%	-1	6%	1%	-7%
O=C(Nc1ccncc1)c1ccc(Cl)c(S(=O)(=O)N2CCc3ccccc32)c1	-1%	.	-24%	-7%	-8%	.	-7%	?	?	-57%	-34%[inhibitor]
O=C(CSc1nnc(-c2cnccn2)n1Cc1ccco1)Nc1ccc(Br)cc1	.	26%	.	.	1%	34%	.	-4	.	-3%	.
CCC(C)NC(=O)c1[nH]c(C)c(C(=O)OC)c1C (stereo not given)	-18%	3%	1%	-4%	-3%	10%	7%	1	-1%	-1%	-3%
Cc1oc2cc3oc(=O)c(CC(=O)N[C@@H](C)C(=O)NC(Cc4ccc(Cl)cc4)C(=O)O)c(C)c3cc2c1C (stereo not given in full)	2%	-8%	-1%	-3%	-15%	-14%	10%	8	7%	5%	-1%
COc1cccc(N2CC(C(=O)Nc3nnc(SCc4ccccn4)s3)CC2=O)c1 (stereo not given)	0%	5%	-5%	1%	1%	23%	11%	15	1%	2%	-2%
Cc1cc(C)n(C(=O)CNC(=O)c2ccccc2F)n1	2%	?	-7%	2%	?	36%	1%	5	16%	16%	2%
Cc1sccc1/C=N/NC(=O)c1cccc2ccccc12	-1%	?	13%	1%	-1%	11µM*	6%	-6	19%	-33%	15%
Cc1c(Cl)cccc1NC(=O)CNc1cccc(C(F)(F)F)c1	-2%	4%	-2%	0%	-3%	25%	-6%	8	-12%	-34%	-1%
COc1ccc(CC(=O)OCN2C(=O)c3ccccc3C2=O)cc1OC	-16%	5%	0%	-2%	2%	-5%	17%	7	?	-2%	-5%
Cc1cc(S(=O)(=O)Nc2c(C(=O)O)[nH]c3ccccc23)ccc1F	-7%	-2%	-5%	1%	0%	16%	1%	-2	5%	-19%	0%
COc1cc(/C=C2\SC(=S)N(CC(=O)Nc3cccnc3)C2=O)cc(OC)c1OC	5%	-26%	-1%	1%	3%	-28%	7%	2	-6%	10%	-8%

Compounds were not picked by outcome. Share with any hit: about 15%.
